Compound activity (PubChem BioAssay)
CHRM5 PAM – positive allosteric modulators of human muscarinic M5 receptor. P08912. CHO-K1 hM5, Fluo-8 calcium, ACh EC20 PAM; 0% = ACh EC20, 100% = ACh EC100. activation, % at 3 µM. 360,000 tested, 0.3% active;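 active = activation above the run cutoff, the mean activation of all test compounds plus 3 SD, cut at about 18% in these data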
Target sequence (P08912 whole entry, looked up): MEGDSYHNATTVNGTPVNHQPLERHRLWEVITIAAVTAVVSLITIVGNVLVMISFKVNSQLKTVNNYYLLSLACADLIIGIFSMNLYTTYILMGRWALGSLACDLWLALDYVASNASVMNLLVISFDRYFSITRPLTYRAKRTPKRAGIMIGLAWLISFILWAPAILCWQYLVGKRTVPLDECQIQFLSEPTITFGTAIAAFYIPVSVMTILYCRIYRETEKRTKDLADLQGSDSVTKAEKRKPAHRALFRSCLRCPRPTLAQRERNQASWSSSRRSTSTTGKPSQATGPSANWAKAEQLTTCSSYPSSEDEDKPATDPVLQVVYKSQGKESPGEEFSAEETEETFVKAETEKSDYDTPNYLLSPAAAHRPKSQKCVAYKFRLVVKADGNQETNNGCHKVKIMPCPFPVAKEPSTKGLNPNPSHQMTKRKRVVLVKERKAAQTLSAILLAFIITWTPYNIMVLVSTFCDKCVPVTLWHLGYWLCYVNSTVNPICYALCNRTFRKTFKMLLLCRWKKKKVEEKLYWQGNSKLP
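System: CHO-K1 hM5 cells. Reagent: acetylcholine, EC20 level. Compound dosing: single dose, 3 µM nominal final test concentration. Timing: Post-acetylcholine fluorescence recording 140 s. Detection: Fluo-8 calcium fluorescence. Read-out: % activation, ACh-normalized. Benchmarks: ACh EC20 and EC100 wells. Repeats: singlicate, one well per test compound.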
M5 antag – antagonists of human muscarinic M5 receptor (CHRM5) | P08912 | CHO-hM5 cells, Fluo-8 calcium fluorescence, ACh EC80 | inhibition, % at 3 µM | 360,000 tested, 0.59% active;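 active = inhibition above a per-plate cutoff, the mean of that plate's test compounds plus 3 SD, cut at about 27% in these data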;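 note: 0% = acetylcholine EC80 with DMSO and 100% = DMSO without agonist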
CRFBP-R2 agonist – agonists of human CRF-binding protein/CRF-R2 receptor complex | HEK293 CRF-R2/CRF-BP, calcium dye fluorescence (FLIPR); percent of saturating CRF peptide response | activation, % at 13.2 µM | 350,000 tested, 0.46% active;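 active = activation of at least 50%, plus an integration ratio under a set limit after plate pattern correction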;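 note: plate controls were neutral control wells without compound for no effect and CRF at EC100 for full effect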
CHRM1 antagonist – blocks human M1 muscarinic receptor; 360,000 tested, 1.3% active; CHO-K1 hM1, Fluo-8 calcium fluorescence, ACh EC80 antagonist; inhibition, % at 3 µM; P11229;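 active = percent inhibition above its own plate's cutoff, namely the mean of that plate's compound wells plus 3 SD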;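 note: peak over basal fluorescence ratio during 140 s after agonist addition; 0% = ACh EC80 plus DMSO and 100% = DMSO alone without agonist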
CHRM4 antagonist – antagonists of human muscarinic M4 receptor (CHRM4) | P08173 | CHO-hM4 cells, ACh EC80, Fluo-8 calcium fluorescence | inhibition, % at 3 µM | 360,000 tested, 0.73% active | AID 624125;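 active = inhibition above its plate's cutoff, the mean inhibition of sample wells plus 3 SD, cut at about 27% in these data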;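 note: 0% = acetylcholine EC80 with DMSO and 100% = DMSO without agonist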
Target sequence (P08173 whole entry, looked up): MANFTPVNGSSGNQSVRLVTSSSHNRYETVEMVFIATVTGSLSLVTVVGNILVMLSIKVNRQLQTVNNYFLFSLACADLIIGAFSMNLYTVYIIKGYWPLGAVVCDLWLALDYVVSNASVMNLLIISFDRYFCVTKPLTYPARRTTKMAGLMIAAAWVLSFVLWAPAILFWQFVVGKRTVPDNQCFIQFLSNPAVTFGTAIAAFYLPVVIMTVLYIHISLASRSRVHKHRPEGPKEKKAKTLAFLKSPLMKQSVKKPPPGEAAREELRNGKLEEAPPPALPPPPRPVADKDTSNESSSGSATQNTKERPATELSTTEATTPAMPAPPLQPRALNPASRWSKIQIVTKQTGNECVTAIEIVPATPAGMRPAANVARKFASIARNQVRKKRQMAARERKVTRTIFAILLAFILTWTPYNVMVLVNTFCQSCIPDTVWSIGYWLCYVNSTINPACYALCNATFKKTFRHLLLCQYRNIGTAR
CHRM1 PAM – human CHRM1 positive allosteric modulation; P11229; CHO-K1 hM1, Fluo-8 calcium fluorescence, ACh EC20; 0% = ACh EC20, 100% = maximal ACh; activation, % at 3 µM; 360,000 tested, 0.088% active; in the data active = activation above about 19%, passing the limit was not always enough
M4 ag – CHRM4 agonism in calcium assay; 360,000 tested, 0.14% active; AID 624127; CHO-K1 hM4/Gqi5, Fluo-8 calcium fluorescence; vehicle 0%, full acetylcholine response 100%; P08173; activation, % at 3 µM;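 active = activation above the run mean over all test wells plus 3 SD, cut at about 32% in these data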;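 note: peak over basal fluorescence ratio per well then scaled between controls; 0% = DMSO wells and 100% = acetylcholine at EC100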
M4 PAM – CHRM4 positive allosteric modulation | P08173 | 360,000 tested, 0.4% active | CHO-K1 hM4/Gqi5, Fluo-8 calcium fluorescence, ACh EC20; 0% = ACh EC20, 100% = maximal ACh | activation, % at 3 µM;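 active = activation above its plate's cutoff, the mean activation of sample wells plus 3 SD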; note: some results filed as inactive read as strong as hits
CHRM5 agonist – CHRM5 agonism in calcium assay. P08912. 360,000 tested, 0.19% active. CHO-K1 hM5 cells, Fluo-8 calcium fluorescence; 0% DMSO wells, 100% maximal acetylcholine response. activation, % at 3 µM;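 active = activation above the run's mean over test compounds plus 3 SD, cut at about 23% in these data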;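 note: signal is peak over basal fluorescence ratio across the kinetic read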
Active calls of the source: *.

What do the screens show for `Cn1nc(-c2ccccc2)c(CO)c1Sc1ccccc1`?
CHRM5 PAM: 10.4; M5 antag: -15.2; CRFBP-R2 agonist: -0.3; CHRM1 antagonist: 2.0; CHRM4 antagonist: -6.3; CHRM1 PAM: 1.1; M4 ag: 2.3; M4 PAM: 4.0; CHRM5 agonist: 4.6

How did CCOc1ccc(NC(=O)N(O)C2(C#N)CCCCC2)cc1 do in these assays?
CHRM5 PAM: -0.9; M5 antag: 3.0; CRFBP-R2 agonist: -2.4; CHRM1 antagonist: -17.9; CHRM4 antagonist: -3.6; CHRM1 PAM: 3.7; M4 ag: 1.2; M4 PAM: 7.3; CHRM5 agonist: -1.5

Results for CSc1cccc(NC(=S)N2CCC(N(C)C3CCCCC3)CC2)c1 ?
CHRM5 PAM: -2.3; M5 antag: 8.5; CRFBP-R2 agonist: 0.4; CHRM1 antagonist: 14.6; CHRM4 antagonist: -5.0; CHRM1 PAM: -8.2; M4 ag: 1.4; M4 PAM: -7.7; CHRM5 agonist: -16.0

How did COC(=O)c1ccccc1NC(=O)NCc1cccnc1 do in these assays?
CHRM5 PAM: -3.4; M5 antag: 1.2; CRFBP-R2 agonist: 0.3; CHRM1 antagonist: -6.4; CHRM4 antagonist: 2.9; CHRM1 PAM: 11.6; M4 ag: 0.6; M4 PAM: 10.7; CHRM5 agonist: -1.9

How did CC(=O)Nc1ccccc1C(=O)C(=O)Nc1ccc(C)c(C)c1 do in these assays?
CHRM5 PAM: -2.8; M5 antag: 7.7; CRFBP-R2 agonist: -2.5; CHRM1 antagonist: -5.0; CHRM4 antagonist: 12.1; CHRM1 PAM: 9.4; M4 ag: 1.0; M4 PAM: -2.1; CHRM5 agonist: -4.4

Results for COc1ccc(Cl)cc1C(=O)O/N=C(\N)c1ccccn1 ?
CHRM5 PAM: 2.8; M5 antag: -6.0; CRFBP-R2 agonist: -1.9; CHRM1 antagonist: -13.9; CHRM4 antagonist: 8.6; CHRM1 PAM: 9.3; M4 ag: -0.1; M4 PAM: -5.7; CHRM5 agonist: 5.5

Results for Cc1ccc(C)c(CC(=O)N2CCCCC2c2cc(C(=O)Nc3ccc(F)c(Cl)c3)no2)c1 (centres undefined) ?
CHRM5 PAM: -1.2; M5 antag: 2.4; CHRM1 antagonist: 14.3; CHRM4 antagonist: 6.3; CHRM1 PAM: -7.8; M4 ag: 0.8; M4 PAM: -3.9; CHRM5 agonist: 3.1

How did Cc1cc(-c2ccc(Cl)cc2)n2ncnc2n1 do in these assays?
CHRM5 PAM: -6.4; M5 antag: 7.1; CRFBP-R2 agonist: -1.9; CHRM1 antagonist: -10.4; CHRM4 antagonist: -1.8; CHRM1 PAM: 6.4; M4 ag: -0.6; M4 PAM: -1.2; CHRM5 agonist: -4.7

How did Cc1noc(NS(=O)(=O)c2ccc(NC(=O)C(F)(F)C(F)(F)C(F)(F)F)cc2)c1C do in these assays?
CHRM5 PAM: 2.2; M5 antag: 4.5; CRFBP-R2 agonist: 1.1; CHRM1 antagonist: -1.8; CHRM4 antagonist: 7.5; CHRM1 PAM: -0.1; M4 ag: 0.1; M4 PAM: -1.0; CHRM5 agonist: 0.1

Results for CCCS(=O)(=O)c1c(S(=O)(=O)CCC)c2ccc(C(N)=O)cn2c1C(=O)c1ccc(F)cc1 ?
CHRM5 PAM: -9.9; M5 antag: -9.9; CRFBP-R2 agonist: -1.1; CHRM1 antagonist: 1.7; CHRM4 antagonist: -0.3; CHRM1 PAM: 0.7; M4 ag: 2.0; M4 PAM: 5.8; CHRM5 agonist: -1.0

What do the screens show for `CCOC(=O)C1CCN(C(=O)N(CC)CC)CC1`?
CHRM5 PAM: 2.5; M5 antag: -2.9; CRFBP-R2 agonist: -0.6; CHRM1 antagonist: -1.1; CHRM4 antagonist: 2.4; CHRM1 PAM: 5.1; M4 ag: 0.8; M4 PAM: -0.3; CHRM5 agonist: 3.5

How did Brc1cc(Br)c2nc(-c3ccc(N4CCOCC4)cc3)ccc2c1 do in these assays?
CHRM5 PAM: 1.3; M5 antag: -3.7; CRFBP-R2 agonist: 2.1; CHRM1 antagonist: 0.4; CHRM4 antagonist: 7.8; CHRM1 PAM: 6.0; M4 ag: 4.8; M4 PAM: -4.7; CHRM5 agonist: 1.2

What do the screens show for `O=C(O)CCC(=O)Nc1ccccc1C(=O)NCCc1ccccc1`?
CHRM5 PAM: -1.9; M5 antag: 0.2; CRFBP-R2 agonist: -1.1; CHRM1 antagonist: -2.4; CHRM4 antagonist: -6.0; CHRM1 PAM: 2.7; M4 ag: 0.8; M4 PAM: 0.8; CHRM5 agonist: -2.1

Results for CNS(=O)(=O)c1cc(Nc2ncnc3sccc23)ccc1C ?
CHRM5 PAM: -8.0; M5 antag: 7.1; CRFBP-R2 agonist: 0.9; CHRM1 antagonist: -7.6; CHRM4 antagonist: -8.2; CHRM1 PAM: 4.4; M4 ag: 8.4; M4 PAM: -3.7; CHRM5 agonist: 3.1

How did Cc1ccc2oc(-c3ccco3)cc(=O)c2c1 do in these assays?
CHRM5 PAM: 0.2; M5 antag: -7.7; CRFBP-R2 agonist: -1.2; CHRM1 antagonist: -2.9; CHRM4 antagonist: -9.6; CHRM1 PAM: 3.9; M4 ag: 1.0; M4 PAM: 0.9; CHRM5 agonist: -3.2

Results for CCS(=O)(=O)c1ccc(-c2cccc(NC(=O)COc3ccc(Cl)cc3)c2)nn1 ?
CHRM5 PAM: -2.2; M5 antag: -1.4; CRFBP-R2 agonist: 0.8; CHRM1 antagonist: 6.8; CHRM4 antagonist: -9.3; CHRM1 PAM: -0.1; M4 ag: 13.3; M4 PAM: 0.7; CHRM5 agonist: 0.8

Results for O=C(NNc1nc(-c2ccccc2)cs1)c1ccccc1 ?
CHRM5 PAM: -0.6; M5 antag: -3.8; CRFBP-R2 agonist: 4.9; CHRM1 antagonist: -10.2; CHRM4 antagonist: -7.1; CHRM1 PAM: 5.6; M4 ag: 0.5; M4 PAM: 4.8; CHRM5 agonist: -0.6

How did Cc1ccc(S(=O)(=O)N2CCOCC2)cc1NC(=O)CSc1nnnn1C do in these assays?
CHRM5 PAM: 9.0; M5 antag: -2.0; CRFBP-R2 agonist: -3.4; CHRM1 antagonist: 4.4; CHRM4 antagonist: 0.8; CHRM1 PAM: 3.5; M4 ag: 0.5; M4 PAM: 0.3; CHRM5 agonist: 2.3

Results for O=C(COC(=O)CSc1ccc2ccccc2c1)NC1CCCC1 ?
CHRM5 PAM: 1.0; M5 antag: -4.1; CRFBP-R2 agonist: 1.9; CHRM1 antagonist: -9.1; CHRM4 antagonist: -4.3; CHRM1 PAM: 8.0; M4 ag: 6.7; M4 PAM: 2.2; CHRM5 agonist: 0.5

What do the screens show for `Cc1cccc([C@@H]2[C@@H]3C(=O)N(Cc4ccccc4)C(=O)[C@@H]3[C@]3(C)C(=O)N(c4ccc(C(F)(F)F)cc4)C(=O)N23)c1`?
CHRM5 PAM: 7.4; M5 antag: 4.1; CRFBP-R2 agonist: 1.1; CHRM1 antagonist: -5.0; CHRM4 antagonist: -6.4; CHRM1 PAM: 1.4; M4 ag: 0.3; M4 PAM: 8.0; CHRM5 agonist: -1.4

What do the screens show for `COc1ccc(CCN2C(=NC(=O)C(C)C)SC3CS(=O)(=O)CC32)cc1OC` (centres undefined)?
CHRM5 PAM: 1.6; M5 antag: -1.4; CRFBP-R2 agonist: -0.5; CHRM1 antagonist: -12.3; CHRM4 antagonist: -8.0; CHRM1 PAM: 8.7; M4 ag: 0.8; M4 PAM: -1.9; CHRM5 agonist: -1.5

How did S=C(NCCCN1CCOCC1)N1CCN(c2nc(-c3ccccc3)cs2)CC1 do in these assays?
CHRM5 PAM: -8.6; M5 antag: 11.4; CRFBP-R2 agonist: -0.8; CHRM1 antagonist: 8.2; CHRM4 antagonist: 3.7; CHRM1 PAM: -0.3; M4 ag: 18.6; M4 PAM: -9.0; CHRM5 agonist: 0.1

What do the screens show for `Cc1ccc(S(=O)(=O)N/N=C/c2ccc(C#N)cc2)cc1`?
CHRM5 PAM: 0.1; M5 antag: -9.0; CRFBP-R2 agonist: -0.1; CHRM1 antagonist: 2.7; CHRM4 antagonist: -14.3; CHRM1 PAM: 2.5; M4 ag: -0.1; M4 PAM: 6.1; CHRM5 agonist: -3.0

Results for Cn1c(N)c(C(=O)CSc2nnc(C3CC3)n2-c2ccccc2)c(=O)[nH]c1=O ?
CHRM5 PAM: 4.3; M5 antag: 5.8; CRFBP-R2 agonist: 0.0; CHRM1 antagonist: -4.2; CHRM4 antagonist: -5.4; CHRM1 PAM: -0.1; M4 ag: 0.0; M4 PAM: 2.7; CHRM5 agonist: 1.4

What do the screens show for `CCC(C)n1c(NC(=O)c2ccccc2)c(C#N)c2nc3ccccc3nc21` (centres undefined)?
CHRM5 PAM: 18.5*; M5 antag: -5.3; CRFBP-R2 agonist: 2.7; CHRM1 antagonist: -22.3; CHRM4 antagonist: -5.5; CHRM1 PAM: 3.8; M4 ag: 2.2; M4 PAM: 5.6; CHRM5 agonist: 17.2

How did CCOc1cc(Br)ccc1S(=O)(=O)N1CCC(C(N)=O)CC1 do in these assays?
CHRM5 PAM: 0.4; M5 antag: 2.0; CRFBP-R2 agonist: 0.1; CHRM1 antagonist: -2.5; CHRM4 antagonist: 1.6; CHRM1 PAM: 4.0; M4 ag: 0.4; M4 PAM: -2.3; CHRM5 agonist: -1.8

What do the screens show for `COc1ccccc1NC(=O)CCC(=O)OCc1ccc([N+](=O)[O-])cc1`?
CHRM5 PAM: -7.2; M5 antag: 5.8; CRFBP-R2 agonist: -0.2; CHRM1 antagonist: -5.0; CHRM4 antagonist: -8.7; CHRM1 PAM: -5.7; M4 ag: 9.5; M4 PAM: -1.4; CHRM5 agonist: 1.5

What do the screens show for `Cc1cc(C)nc(NC(=O)COc2cc(Cl)cc(Cl)c2)n1`?
CHRM5 PAM: -11.6; M5 antag: 12.7; CRFBP-R2 agonist: 0.1; CHRM1 antagonist: -17.6; CHRM4 antagonist: 1.7; CHRM1 PAM: -0.7; M4 ag: 0.3; M4 PAM: -2.0; CHRM5 agonist: -4.6

How did COc1ccc(C2c3ccc4ccccc4c3Oc3ncn(CCN4CCOCC4)c(=N)c32)cc1 (centres undefined) do in these assays?
CHRM5 PAM: -2.1; M5 antag: -5.5; CRFBP-R2 agonist: 2.1; CHRM1 antagonist: -2.1; CHRM4 antagonist: 16.2; CHRM1 PAM: 3.1; M4 ag: 7.4; M4 PAM: -9.3; CHRM5 agonist: -4.2

What do the screens show for `Cc1nnsc1C(=O)NNc1ccc(C(C)C)cc1`?
CHRM5 PAM: -0.4; M5 antag: -1.9; CRFBP-R2 agonist: -0.2; CHRM1 antagonist: 5.3; CHRM4 antagonist: -4.5; CHRM1 PAM: -2.4; M4 ag: -0.5; M4 PAM: 1.0; CHRM5 agonist: 0.2
